TAAR1 antagonist – antagonists of human TAAR1; Q96RJ0; AID 624466; CHO RD-HGA16 TAAR1, Fluo-8 calcium fluorescence, antagonist; 1.5% of 360,000 active; inhibition, % at 3 µM;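 active = inhibition above a per-plate cutoff, the mean inhibition of test compounds on that plate plus 3 SD, cut at about 49% in these data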;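 note: 0% = DMSO plus EC80 beta-PEA response and 100% = DMSO alone without agonist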
Target sequence (Q96RJ0 whole entry, looked up): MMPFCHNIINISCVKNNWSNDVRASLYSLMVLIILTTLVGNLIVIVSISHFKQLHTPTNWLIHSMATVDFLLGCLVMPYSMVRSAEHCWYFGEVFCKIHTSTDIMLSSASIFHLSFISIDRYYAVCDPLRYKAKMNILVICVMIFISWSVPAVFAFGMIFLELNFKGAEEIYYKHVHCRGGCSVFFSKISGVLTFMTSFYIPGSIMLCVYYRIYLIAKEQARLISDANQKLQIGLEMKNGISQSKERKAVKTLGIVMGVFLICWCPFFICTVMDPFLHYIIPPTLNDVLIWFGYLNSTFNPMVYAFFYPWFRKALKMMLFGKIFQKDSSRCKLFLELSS
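Assay system: RD-HGA16 CHO cells with stable hTAAR1 and Gα16 / Reagent: EC80 β-phenethylamine stimulus / Doses: 3 µM, single point / Timing: dye loading 75 min at 37 °C, then 30 min room temperature / Measured by: Fluo-8 intracellular calcium dye fluorescence, real-time kinetic reads / Controls: vehicle wells and EC80 agonist wells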
OXTR ag – agonists of human oxytocin receptor. P30559. CHO-OTR cells, Fluo-8 calcium fluorescence; normalized: DMSO 0%, oxytocin 100%. activation, % at 3 µM. 0.32% of 320,000 active. AID 2435;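 active = activation above the mean of all tested compounds plus 3 SD, cutoff set per screening run, cut at about 20% in these data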;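 note: peak over basal fluorescence ratio from a 100 s FLIPR kinetic read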
Target sequence (P30559 whole entry, looked up): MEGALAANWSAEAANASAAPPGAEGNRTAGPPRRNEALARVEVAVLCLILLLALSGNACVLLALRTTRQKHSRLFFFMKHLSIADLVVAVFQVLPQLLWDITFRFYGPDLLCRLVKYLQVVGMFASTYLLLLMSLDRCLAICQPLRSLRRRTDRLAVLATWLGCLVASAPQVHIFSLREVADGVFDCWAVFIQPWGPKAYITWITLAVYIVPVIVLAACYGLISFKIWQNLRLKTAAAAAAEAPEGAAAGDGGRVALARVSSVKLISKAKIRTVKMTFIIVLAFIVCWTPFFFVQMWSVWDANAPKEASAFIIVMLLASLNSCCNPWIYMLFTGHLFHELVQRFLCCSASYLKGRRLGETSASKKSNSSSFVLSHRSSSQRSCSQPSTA
GPR7 antag – human neuropeptides B/W receptor 1 antagonism. GPR7-expressing cells, fluorescence antagonist assay. AID 1861. inhibition, % at 4.4 µM. P48145. 1.1% of 290,000 active; in the data active = inhibition above about 16%, passing the limit was not always enough;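 note: cells stimulated with the agonist NPW; 0% = agonist with vehicle and 100% = vehicle without agonist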
Target sequence (P48145 whole entry, looked up): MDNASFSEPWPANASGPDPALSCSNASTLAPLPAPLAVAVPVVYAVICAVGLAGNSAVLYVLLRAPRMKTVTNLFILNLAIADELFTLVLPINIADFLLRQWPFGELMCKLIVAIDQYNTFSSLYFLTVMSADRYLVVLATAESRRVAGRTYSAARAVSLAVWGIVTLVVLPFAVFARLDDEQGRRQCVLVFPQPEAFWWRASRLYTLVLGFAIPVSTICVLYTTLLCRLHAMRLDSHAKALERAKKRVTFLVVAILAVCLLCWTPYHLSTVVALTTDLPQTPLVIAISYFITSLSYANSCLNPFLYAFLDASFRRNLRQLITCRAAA
CHO parental Ca – counter-screen for OX1R antagonists: effect in parental CHO cells; parental CHO-K1, ATP-induced calcium, Fluo-8 fluorescence; inhibition, % at 5.6 µM; 0.63% of 330,000 active; AID 463079;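 active = inhibition above that plate's mean sample inhibition plus 3 SD, cut at about 26% in these data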;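 note: 0% = ATP-challenged DMSO wells and 100% = DMSO wells without ATP; some compounds past the cut are filed as inactive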
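Test system: untransfected parental CHO cell line. Compound: one dose, 5.6 µM nominal. Detection: intracellular calcium via Fluo-8 no-wash fluorescent dye. Measure: % inhibition. Benchmarks: ATP-challenged DMSO wells low, unchallenged DMSO wells high.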
CHO-K1 Ca PAM – M1 PAM counterscreen hit in parental CHO-K1 cells; ATP EC20, Fluo-8 calcium fluorescence; 0% at ATP EC20, 100% at ATP max; activation, % at 3 µM; 0.02% of 360,000 active;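 active = activation above the run cutoff, the mean activation of all test compounds plus 3 SD, cut at about 40% in these data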;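 note: peak over basal fluorescence ratio in a 140 s read after ATP addition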
V1R ag counter – V1a receptor agonism, counter-screen for OXTR agonists; activation, % at 3 µM; CHO-V1R cells, Fluo-8 calcium fluorescence, agonist mode; 0% DMSO, 100% 3 nM vasopressin; 0.25% of 320,000 active; AID 2797;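 active = activation above the mean activation of all tested compounds plus 3 SD, per screening run, cut at about 20% in these data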;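 note: signal is peak over basal fluorescence ratio across a 100 second FLIPR read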
OXTR potentiator – human OXTR potentiation; CHO-OTR cells, Fluo-8 calcium fluorescence, potentiator mode; 0% = oxytocin EC15, 100% = EC100; activation, % at 3 µM; 0.061% of 320,000 active;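 active = activation above that plate's cutoff, the mean activation of tested compounds plus 3 SD, cut at about 6.6% in these data, passing the limit was not always enough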;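 note: 100% uses oxytocin at 75 nM as the full agonist control; some results filed as inactive read as strong as hits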
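Replication – single well per compound, singlicate · Assay system – CHO cell line stably expressing human OTR · Timing – 6 min pre-incubation, 100 s read · Measure – normalized max/min fluorescence ratio, % activation · Doses – 3.0 µM, one dose · Detection – Fluo-8 calcium dye fluorescence · Probe or stimulus – oxytocin near EC15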
M1 ag parental – counter-screen for M1 agonists: effect in parental CHO-K1 cells; Fluo-8 calcium fluorescence; scaled to maximal ATP response, vehicle zero; activation, % at 3 µM; AID 602248; 0.48% of 360,000 active; in the data active = activation above about 15%;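 note: untransfected CHO-K1 host cells lacking M1 receptor as counterscreen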
CHO-K1 Ca antag – counter-screen for M1 antagonists: effect in parental CHO-K1 cells. 0.6% of 360,000 active. ATP-induced calcium, Fluo-8 fluorescence. AID 602250. inhibition, % at 3 µM;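 active = inhibition above a per-plate cutoff, the plate's mean sample inhibition plus 3 SD, cut at about 24% in these data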;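 note: 0% = DMSO plus EC80 ATP and 100% = DMSO alone without ATP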
An asterisk follows results filed as active; / = not tested or not shown. Random draw from the library (roughly 3.5% active in at least one column).

Compound | TAAR1 antagonist | OXTR ag | GPR7 antag | CHO parental Ca | CHO-K1 Ca PAM | V1R ag counter | OXTR potentiator | M1 ag parental | CHO-K1 Ca antag
COc1ccc(C(=O)CCS(=O)(=O)c2ccc(C)cc2)cc1 | -0.5 | -0.9 | -8.5 | -4.5 | -12.7 | 0.8 | -7.2 | 1.4 | -0.8
CSc1nc(N)nc(SCC(=O)CC(=O)OC(C)C)c1C#N | 6.0 | 2.6 | 5.1 | -13.5 | 11.6 | 0.9 | 0.0 | 0.9 | 3.6
COc1ccc(NC(=O)c2cccc(NS(=O)(=O)c3ccccc3)c2)cc1 | 7.3 | 3.1 | -6.9 | -16.6 | 13.1 | 5.7 | -17.1 | 4.0 | -3.0
CC(O)[C@H]1CNCCN1CC1(c2ccccc2)CC1 (stereo partly drawn) | -15.5 | 0.2 | / | -3.5 | 17.0 | 0.0 | -6.8 | 0.8 | -12.6
Cn1c(=O)n(CCc2ccccc2)c(=O)c2c1ncn2Cc1ccccc1 | -11.5 | 1.2 | -7.9 | -10.3 | 13.9 | 1.2 | -1.9 | 3.6 | -16.9
NC(=O)C(=O)N/N=C1\CCc2ccccc21 | -6.5 | -1.3 | -2.5 | -0.8 | 16.1 | 0.2 | 7.5 | 0.4 | -8.7
COc1cc(C(=O)Nc2ccc(-n3cnnn3)c(C)c2)cc(OC)c1OC | 5.1 | 0.3 | -16.6 | -2.1 | -7.0 | -0.6 | -3.4 | 0.8 | 24.4*
COc1ccc(CCNC(=O)CNC(=O)c2nn(-c3ccc(OC)c(OC)c3)c(=O)c3ccccc23)cc1OC | 52.8* | -0.8 | -7.5 | -17.0 | 10.7 | 0.5 | -4.4 | 7.9 | -3.4
Cc1ccc(/C=N/N=C/c2ccc(C)cc2)cc1 | -4.5 | 0.5 | 3.2 | -5.2 | 21.8 | 0.2 | 1.2 | -0.1 | 4.4
CC(=O)N(C)c1ccc(C=C2C=Cc3ccccc32)cc1 | 42.0 | / | / | / | -11.0 | / | / | 2.7 | 4.4
CC(C)N=C(NC#N)SCC(=O)NC(C)(C)C | 6.6 | -0.2 | -6.0 | -11.1 | 18.4 | 0.4 | -13.4 | 0.2 | -13.7
Cc1ccc(NS(=O)(=O)c2cccc(C(=O)N3CCN(C(=O)c4ccco4)CC3)c2)cc1 | 8.1 | 0.5 | / | -33.0 | -1.2 | 2.6 | -0.4 | 4.1 | 7.0
COc1cccc(NC(=O)C(=S)NC2CCCCC2)c1 | -14.7 | -1.7 | -17.9 | -4.4 | 7.7 | -0.6 | -11.3 | 1.0 | -10.8
CCOC(=O)Cc1cn2c(=O)cc(CSCC(=O)Nc3ccc(C)c(C)c3)nc2s1 | 7.3 | -0.1 | 1.2 | -12.3 | 0.3 | -0.8 | -7.8 | -0.3 | -9.9
COC(=O)c1ccc(C2C(C(=O)c3ccco3)=C(O)C(=O)N2c2cc(C)on2)cc1 (stereo not drawn) | -22.7 | -0.1 | -3.0 | -4.1 | 2.0 | 0.5 | 2.8 | -0.5 | -7.4

Reformatted with each value named: 2 of the compounds above
> CC(=O)N(C)c1ccc(C=C2C=Cc3ccccc32)cc1
  TAAR1 antagonist: 42.0	OXTR ag: /	GPR7 antag: /	CHO parental Ca: /	CHO-K1 Ca PAM: -11.0	V1R ag counter: /	OXTR potentiator: /	M1 ag parental: 2.7	CHO-K1 Ca antag: 4.4
> CC(C)N=C(NC#N)SCC(=O)NC(C)(C)C
  TAAR1 antagonist: 6.6	OXTR ag: -0.2	GPR7 antag: -6.0	CHO parental Ca: -11.1	CHO-K1 Ca PAM: 18.4	V1R ag counter: 0.4	OXTR potentiator: -13.4	M1 ag parental: 0.2	CHO-K1 Ca antag: -13.7

Next section
Compound | TAAR1 antagonist | OXTR ag | GPR7 antag | CHO parental Ca | CHO-K1 Ca PAM | V1R ag counter | OXTR potentiator | M1 ag parental | CHO-K1 Ca antag
COc1ccc(C(=O)c2ccc(Br)cc2)c2ccccc12 | -12.6 | 0.6 | / | -22.3 | -6.0 | 0.3 | -6.8 | 0.3 | -4.2
C=CCNC(=O)N1CCCC(C(=O)c2cccc(OC(C)C)c2)C1 (stereo not drawn) | -36.7 | -2.0 | -21.8 | -5.0 | -16.8 | -0.2 | -5.2 | -0.6 | 4.0
Cc1csc(SCC(=O)NCc2ccccc2Cl)n1 | -10.7 | -2.1 | -8.2 | 2.6 | 14.9 | -1.2 | -8.6 | -0.1 | -11.2
CC(OC(=O)c1cc(Br)ccc1O)C(=O)Nc1ccc(S(=O)(=O)N2CCCC2)cc1 (stereo not drawn) | 52.5* | 9.9 | / | 30.2 | -30.2 | 6.1 | -17.4 | 7.3 | 8.2
c1cncc(-c2nc(N3CCOCC3)c3c4c(sc3n2)CCC4)c1 | -8.7 | -1.5 | 17.4 | -11.3 | 7.4 | -1.0 | -3.4 | -0.1 | 2.3
COc1ccc(-c2ccc(C(=O)Nc3ccc(C(C)C)cc3)c3occc23)c(C)c1 | 2.5 | / | / | / | 10.9 | / | / | 0.3 | -5.8
C=CC1=C2C=C(C3CC3)N(CC3CC3)C=C2C(=O)C(C)(OC(=O)c2ccco2)C1=O (stereo not drawn) | 9.4 | -0.3 | / | -13.0 | 19.4 | -0.7 | 0.3 | 0.8 | -13.8
CC(C(=O)Nc1ccc(S(=O)(=O)N2CCCC2)cc1)N1CCN(c2ccccc2O)CC1 (stereo not drawn) | -3.1 | 4.2 | / | -11.8 | -17.6 | 4.8 | -3.6 | 2.3 | 0.2
COc1ccc(CC(=O)N2N=C(C)CC2(O)C(F)(F)F)cc1OC (stereo not drawn) | -24.0 | 0.3 | -6.9 | 10.9 | -12.8 | -0.3 | 1.6 | 0.6 | -4.4
Cc1ccc(OCCC(=O)Nc2ccc(C)c(F)c2)cc1 | 1.0 | -1.5 | -8.5 | -3.4 | 10.3 | 0.8 | -2.8 | 1.0 | -26.9
NC(=O)c1nsnc1-c1ccccc1O | / | 0.6 | -6.4 | 3.6 | -7.7 | 0.4 | -1.1 | -0.3 | 7.6
CS(=O)(=O)Nc1ccccc1N=C(c1ccccc1)c1ccccc1 | -23.0 | -0.5 | -9.5 | 3.2 | 15.6 | 1.0 | -0.4 | 6.7 | -9.7
C#CCOCCOCCOCCNc1nc(N2CCOCC2)nc(N2CCN(C(=O)Cn3cc(CC(C)O)nn3)CC2)n1 (stereo not drawn) | 5.9 | 0.1 | -4.6 | 4.3 | 21.6 | 1.7 | -15.7 | 0.9 | -10.1
O=C(NCCCn1ccnc1)c1cc(S(=O)(=O)N2CCOCC2)ccc1F | 21.0 | 0.5 | -0.6 | 5.9 | 13.0 | 0.5 | 0.5 | 0.0 | 2.2
O=C1c2ccccc2-c2nnc(-c3ccc(O)cc3)cc21 | 3.7 | 2.0 | 2.0 | -8.6 | 11.6 | 1.7 | -9.7 | 1.3 | -1.5
CC1CCC(NC(=O)c2ccc(NC(=O)CC3SC(N4CCCC4)=NC3=O)cc2)CC1 (stereo not drawn) | -23.3 | -1.4 | / | -2.8 | 7.8 | 0.4 | -7.1 | 0.5 | 4.1
Cc1ccccc1NC(=S)NNc1ncc(C(F)(F)F)cc1Cl | 0.8 | 10.0 | -1.0 | -4.7 | 15.8 | 7.9 | -6.3 | 2.7 | -7.7
O=C(CSc1nnc(CCc2ccccc2)n1-c1ccc(Cl)cc1)NCc1ccccc1 | 6.7 | -0.1 | 3.1 | -3.4 | -0.4 | 1.0 | -9.4 | 0.1 | 4.5
O=S(=O)(Cc1ccccc1Cl)NCCc1ccc(F)cc1 | -15.1 | -2.4 | -6.0 | -5.3 | 15.1 | 0.0 | -14.4 | 3.3 | -2.9
COc1ccc(/C=C/C(=O)Nc2c(C)nn(C)c2C)cc1COc1ccc(Br)cc1 | 14.1 | -0.7 | -9.6 | 13.3 | 10.4 | 0.0 | -5.0 | 0.7 | -2.7
O=C(CCCn1c(SCC(=O)c2ccc(Cl)cc2)nc2ccccc2c1=O)NCc1ccco1 | 18.7 | -0.2 | -2.5 | -14.3 | 5.6 | -0.6 | -6.9 | 0.3 | 2.9
COc1cc(/C=N/Nc2ccc(C)cc2)cc(Br)c1O | -23.0 | -1.1 | -17.5 | 9.3 | 1.4 | -1.0 | -3.9 | -0.8 | -9.4
S=C(NCCN1CCOCC1)N1CCN(c2cccc(Cl)c2)CC1 | 5.9 | 1.9 | 1.0 | -10.1 | -2.9 | 6.8 | -6.8 | 4.6 | -2.2
CCn1nnnc1SCC(=O)N(C1CCCCC1)C1CCCCC1 | -0.4 | -1.4 | -17.6 | -9.6 | 21.0 | -1.0 | -7.8 | 0.9 | -14.9
COc1ccccc1OC(C)C(=O)N1CCc2ccccc21 (stereo not drawn) | -3.0 | -1.1 | / | -16.2 | -8.9 | -0.4 | -6.0 | 0.3 | 1.3
Cc1sc2ncnc(SCC(=O)NCC3CCCO3)c2c1C (stereo not drawn) | 23.1 | 0.6 | / | -16.9 | 13.1 | 0.6 | 2.6 | -0.1 | -10.1
O=C(CC1(O)C(=O)Nc2ccccc21)c1cccc(-n2cccc2)c1 (stereo not drawn) | 4.5 | 2.6 | -10.7 | -10.0 | -7.6 | 3.1 | -25.1 | 1.7 | -5.7
O=C(CSc1n[nH]c(=O)n1-c1ccccc1)Nc1ccccc1 | -27.9 | 1.0 | -6.3 | -12.0 | -11.7 | 2.1 | 1.4 | 0.0 | 3.7
COc1cc(NC(=S)NCc2ccco2)cc(OC)c1 | -8.5 | -0.1 | -3.0 | -11.5 | 8.5 | 0.0 | -7.8 | 0.7 | -2.6
CCCCN(C(=O)CSc1ncn[nH]1)c1c(N)n(Cc2ccccc2)c(=O)[nH]c1=O | 5.8 | 0.4 | / | -3.1 | -0.1 | 1.0 | -2.5 | 0.6 | -13.2
O=C(C1CC(=O)N(c2ccc(Cl)cc2)C1)N1CCC(c2nc3ccccc3[nH]2)CC1 (stereo not drawn) | -13.5 | -1.8 | / | -32.7 | 3.3 | -1.9 | -4.7 | 0.8 | -16.1
COc1ccc(-c2noc(-c3ccoc3C)n2)cc1 | -11.1 | -0.8 | -2.0 | 1.4 | 18.1 | -0.8 | 3.9 | 1.5 | -3.1
C[C@@H](C(=O)Nc1ccc2c(c1)OCO2)n1c(=O)[nH]c2ccccc2c1=O | -3.5 | 0.8 | -1.2 | -10.6 | 13.8 | 0.6 | 0.3 | 0.0 | -23.2
CCOC(=O)c1cc2ccccc2n1C1CCN(C)CC1 | -15.5 | / | / | / | 15.4 | / | / | 2.6 | 0.3
CN(C)S(=O)(=O)Nc1ccc(Br)cc1F | -22.3 | -2.0 | -13.1 | -1.8 | 20.8 | -1.0 | -4.2 | 0.4 | -4.5
CN(CC1COCCO1)c1nc2nonc2nc1N1CCSCC1 (stereo not drawn) | -10.8 | -0.7 | 4.4 | -3.8 | 0.1 | 0.9 | -3.1 | -0.7 | -0.4
O=C(NCc1ccccn1)C(=O)Nc1ccccc1 | -16.1 | 2.3 | 2.8 | -3.7 | 9.7 | 0.8 | 2.6 | 0.4 | -22.9
